UBC9 SUMO inh: SUMOylation inhibition; P63279; HTRF SUMOylation assay, SAE1/SAE2 + UBC9, in vitro; inhibition, % at 35 µM; actives 0.36% (n = 290,000); in the data active = inhibition above about 50%, passing the limit was not always enough; also: strong numbers were not always called active
Target sequence (P63279 whole entry, looked up): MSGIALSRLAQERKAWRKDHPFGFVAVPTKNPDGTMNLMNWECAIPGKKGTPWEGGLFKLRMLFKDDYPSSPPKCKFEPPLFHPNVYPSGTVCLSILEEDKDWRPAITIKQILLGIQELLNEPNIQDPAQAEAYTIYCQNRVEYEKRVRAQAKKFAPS
IMP-1 inh: inhibitors of Pseudomonas aeruginosa IMP-1 metallo-beta-lactamase. purified IMP-1, nitrocefin hydrolysis, epi-absorbance fluorescence. inhibition, % at 5.6 µM. actives 0.45% (n = 290,000). AID 1556;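 active = inhibition above the mean plus 3 SD of all compounds in the same screening run, cut at about 4.5% in these data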;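 also: 0% = IMP-1 with DMSO and 100% = DMSO wells lacking enzyme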
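Test system: recombinant IMP-1 enzyme, purified / Medium: HEPES buffer pH 7.1 with ZnSO4 and Brij 35 / Doses: single dose, 5.6 µM / Times: 25 °C, 15 min preincubation, 25 min reaction / Detection: Epi-absorbance via hydrolysed-nitrocefin quenching of white-plate fluorescence, 480/530 nm, EDTA stop / Evaluation: percent inhibition from optical density relative to buffer-blank wells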
FID counter: counter-screen for HCV NS3 helicase inhibitors: DNA intercalator displacement; DNA fluorescent intercalator displacement, fluorescence; inhibition, % at 7.9 µM; AID 1845; actives 0.17% (n = 290,000); in the data active = inhibition above about 37%;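 also: 0% = vehicle and 100% = reference compound; higher means more ethidium bromide displaced from hairpin DNA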
PfM18AAP inh: PfM18AAP enzyme inhibition; recombinant PfM18AAP, H-Glu-NHMec fluorogenic cleavage; inhibition, % at 7.35 µM; AID 1822; actives 1.2% (n = 290,000);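 active = inhibition above the campaign mean inhibition over all tested compounds plus 3 SD, cut at about 28% in these data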;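 also: 0% = plate median of test compound wells and 100% = 2 mM ZnCl2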
VIM-2 inh: inhibitors of Pseudomonas aeruginosa VIM-2 metallo-beta-lactamase; actives 0.89% (n = 290,000); AID 1527; inhibition, % at 5.6 µM; purified VIM-2, nitrocefin hydrolysis, epi-absorbance fluorescence;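 active = inhibition above the mean of all tested compounds plus 3 SD, cutoff set per screening run, cut at about 7.5% in these data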;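 also: red hydrolysis product quenches plate fluorescence so inhibitors raise well fluorescence; 0% = enzyme with DMSO and 100% = DMSO without enzyme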
MEKK2mut PB1 HTS: signal of MEK5 binding to mutant human MEKK2 PB1 domain; bead flow cytometry, Alexa488-MEK5 binding to MEKK2 mutant; percent response, % at 10 µM; actives 0.35% (n = 290,000); AID 1530; in the data active = percent response above about 24%, passing the limit was not always enough; also: inactives centre near 1; some results filed as inactive read as strong as hits
NALP1 yeast inh: NALP1 inhibition. inhibition, % at 10 µM. actives 0.61% (n = 280,000). S. cerevisiae NALP1/ASC/caspase-1 growth, X-gal OD620, 72 h; in the data active = inhibition mostly above about 24%, no sharp cut-off; inactive = mostly below about 32%; also: some compounds called inactive have numbers as strong as hits
MEKK2wt PB1 HTS: raises or lowers MEK5 binding to wildtype human MEKK2 PB1 domain; AID 1531; Q9Y2U5; binding response (% of control), % at 10 µM; actives 1.1% (n = 290,000); bead flow cytometry, Alexa488-MEK5 binding to MEKK2 WT; actives lie on both sides; in the data active = binding response below about 67% or above about 130%
HCV NS3 hel inh: inhibitors of Hepatitis C virus NS3 helicase; inhibition, % at 10.9 µM; NS3 helicase DNA unwinding, Cy5 molecular beacon fluorescence; AID 1800; actives 0.56% (n = 290,000);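 active = inhibition above the mean of all tested compounds plus 3 SD, set per campaign, cut at about 35% in these data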;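 also: 0% = DMSO wells and 100% = thioflavine S control wells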
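Compound dosing – single dose, 10.9 µM nominal final, DMSO 0.8% final · System – NS3 helicase fragment of HCV · Buffer or medium – MOPS pH 6.5, MgCl2, DTT, Tween20, BSA · Signal – Cy5 beacon fluorescence read at start and 1 h · Also added – annealed dual-labelled DNA beacon duplex, ATP-started · Schedule – 1 h at 25 °C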
Starred values were filed as active, the others as inactive; . = not tested or not shown.

cpd	canonical_smiles	UBC9 SUMO inh	IMP-1 inh	FID counter	PfM18AAP inh	VIM-2 inh
1	O=C(c1c(O)c2ccccc2oc1=O)C1CCC1	-3	-3.4	-1	-1	-4.0
2	CC1CCc2nn(CC(=O)N3CCN(C(=O)c4ccco4)CC3)cc2C1 (stereo not drawn)	1	0.2	-6	4	-4.9
3	O=C(CSc1nnc(CNC(=O)C23CC4CC(CC(C4)C2)C3)n1-c1ccccc1)Nc1ccc(F)cc1	-16	-4.0	-23	0	-3.6
4	FC(F)(F)c1cc(-c2cccs2)n[nH]1	13	-2.8	1	-8	-0.2
5	O=C(COc1ccc2ccc(=O)oc2c1)N1CCN(C(=O)C2COc3ccccc3O2)CC1 (stereo not drawn)	-3	-1.8	-36	-3	-1.7
6	COc1ccccc1OCCCn1cc(C#N)c2ccccc21	-10	1.4	-16	5	-1.2
7	CN1C(N)=NC(=O)/C1=C/c1ccc(OC(F)(F)F)cc1	10	-2.4	-1	-1	-2.3
8	CN(C(=O)COC(=O)c1cc(S(=O)(=O)N2CCOCC2)c(Cl)cc1Cl)C1CCS(=O)(=O)C1 (stereo not drawn)	21	0.2	-14	-2	1.7
9	O=C(O)CCCNC(=O)c1cccc(C(=O)NCCCC(=O)O)n1	-5	-2.7	1	1	-3.1
10	Cc1nc2cccc(C(=O)Oc3ccc([N+](=O)[O-])cc3)c2o1	16	-0.7	1	0	1.0
11	Cn1c(=O)c2c(nc(-n3ccnc3)n2Cc2ccccc2)n(C)c1=O	3	-0.3	-3	6	-3.6
12	O=C1/C(=C/c2ccc(O)cc2)SC(=S)N1Cc1cccnc1	5	-2.2	-1	0	-1.0
13	CCN1CCN(C(=O)C23CCC(C)(C(=O)C2Br)C3(C)C)CC1 (stereo not drawn)	-6	-1.9	-1	-5	-0.3
14	COC(=O)C1CSC(C(=O)OC)N1C(=O)Nc1ccccc1 (stereo not drawn)	4	-1.3	-1	-4	-2.9
15	O=C(/C=C/c1cn(-c2ccccc2)nc1-c1ccc2c(c1)OCCO2)NCCCN1CCOCC1	13	-3.5	14	1	-2.5

cpd	MEKK2mut PB1 HTS	NALP1 yeast inh	MEKK2wt PB1 HTS	HCV NS3 hel inh
1	6	-7	103	7
2	0	-20	97	1
3	33	35	105	0
4	4	8	110	1
5	-6	19	98	-7
6	3	14	104	-3
7	3	0	103	7
8	-9	-12	86	13
9	-3	25	87	-7
10	2	5	104	-1
11	2	11	108	3
12	-1	5	97	1
13	-23	.	78	-6
14	10	21	102	-11
15	5	0	134	-77

Additional records follow:
cpd	canonical_smiles	UBC9 SUMO inh	IMP-1 inh	FID counter	PfM18AAP inh	VIM-2 inh
16	COc1ccc(CCn2c(C)c(C(C)=O)c(C(C)=O)c2C)cc1OC	5	-0.1	-7	-14	3.6
17	CC(C)(C)c1ccc(C(=O)N2CCNC(=O)C2CC(=O)Nc2ccc(F)cc2)cc1 (stereo not drawn)	-20	-1.7	-33	-2	-1.3
18	CC(/C=N/NC(=O)Cc1cccs1)=C\c1ccccc1	26	-2.9	-21	-5	-1.8
19	CC1CC(C)CN(CCOCCSc2ccccc2)C1 (stereo not drawn)	-2	-4.0	9	1	-3.1
20	CC(Sc1ccc(Cl)cc1)C(=O)NCc1cccnc1 (stereo not drawn)	-5	-3.5	-2	-9	-4.4
21	Cc1ccc(F)cc1NC(=O)CCNC(=O)c1ccc([N+](=O)[O-])cc1	-12	-1.7	3	1	-3.2
22	CCOc1cc(/C=N\NC(=O)c2ccc(C)nc2)cc([N+](=O)[O-])c1O	-16	-3.1	1	6	-1.9
23	C=CCSc1nc(-c2ccc3c(c2)OCO3)cc(C(F)(F)F)c1C#N	36	-3.2	0	9	-1.9
24	NC(N)=NC1=NC(=O)C(Cc2ccccc2)S1 (stereo not drawn)	9	-3.0	0	5	-3.6
25	CCCCNc1nc(N)nc(-c2cc(Cl)ccc2O)n1	18	-2.1	-7	-4	-3.5
26	O=C(CC12CC3CC(CC(C3)C1)C2)NCc1ccncc1	-18	-1.0	-3	-14	0.5
27	Cc1cccc2sc(NC(=O)CCNS(=O)(=O)c3cccs3)nc12	-24	-3.1	2	3	-4.2
28	Cc1nc(NCC2CCCO2)c2nnn(Cc3c(F)cccc3Cl)c2n1 (stereo not drawn)	0	-1.9	-32	-8	-1.4
29	O=C(Nc1ccc(Cl)cc1)C1c2cccc[n+]2CC(=O)N1Cc1ccc2c(c1)OCO2 (stereo not drawn)	2	-0.9	-7	8	-1.7
30	CC12C(=O)N(NC(=O)c3ccncc3)C(=O)C1C1C=CC2C1 (stereo not drawn)	-7	-2.8	1	-4	-2.1

cpd	MEKK2mut PB1 HTS	NALP1 yeast inh	MEKK2wt PB1 HTS	HCV NS3 hel inh
16	-2	-5	97	-2
17	1	6	99	0
18	-2	29	97	-1
19	12	42	111	-15
20	5	6	104	3
21	7	-3	109	20
22	4	.	95	-8
23	.	20	.	-5
24	-8	15	86	8
25	3	6	101	-15
26	5	7	111	-7
27	-2	7	95	-8
28	3	0	101	-1
29	-3	-14	112	-25
30	8	11	102	2

Random excerpt: 3 compounds from above
cpd	canonical_smiles	UBC9 SUMO inh	IMP-1 inh	FID counter	PfM18AAP inh	VIM-2 inh
17	CC(C)(C)c1ccc(C(=O)N2CCNC(=O)C2CC(=O)Nc2ccc(F)cc2)cc1 (stereo not drawn)	-20	-1.7	-33	-2	-1.3
21	Cc1ccc(F)cc1NC(=O)CCNC(=O)c1ccc([N+](=O)[O-])cc1	-12	-1.7	3	1	-3.2
16	COc1ccc(CCn2c(C)c(C(C)=O)c(C(C)=O)c2C)cc1OC	5	-0.1	-7	-14	3.6

cpd	MEKK2mut PB1 HTS	NALP1 yeast inh	MEKK2wt PB1 HTS	HCV NS3 hel inh
17	1	6	99	0
21	7	-3	109	20
16	-2	-5	97	-2

Additional records follow:
cpd	canonical_smiles	UBC9 SUMO inh	IMP-1 inh	FID counter	PfM18AAP inh	VIM-2 inh
31	Cc1ncc(CN2CCC(N3CCC(C(=O)N4CCCC4)CC3)CC2)s1	28	-0.2	-5	-10	-0.1
32	C=CCOC(=O)C(C#N)c1nc2ccccc2nc1N1CCN(c2ccccc2OC)CC1 (stereo not drawn)	-4	-4.0	-22	4	-5.9
33	COc1ccc(C)cc1S(=O)(=O)N(CC(=O)NC1CCCC1)c1ccc(F)cc1	13	-2.3	-34	-4	-2.6
34	Cc1nc(CCNC(=O)c2cccs2)cs1	5	-5.9	-1	1	-1.8
35	COC(CNC(=O)Cn1nc(Cc2ccncc2)c2ccccc2c1=O)OC	3	-2.2	-4	-4	-0.7
36	CCOc1cccc(C(c2c(C)n(C)n(-c3ccccc3)c2=O)c2c(C)n(C)n(-c3ccccc3)c2=O)c1OC	7	-1.8	-27	0	-1.7
37	O=C(Nc1ccc(N2CCOCC2)c(Cl)c1)c1ncn[nH]1	18	-3.4	-1	8	-3.4
38	O=C(Nc1cccc2ccccc12)c1ccc(OC(=S)N2CCOCC2)cc1	27	-0.7	-3	1	-0.9
39	COc1ccccc1N1CC(C(=O)OCC(=O)Nc2c(C)cccc2C)CC1=O (stereo not drawn)	11	-2.8	-14	-10	-1.1
40	O=C(OC1CCOC1=O)c1ccc(CO)cc1 (stereo not drawn)	15	-0.2	-6	-5	0.6
41	Cc1nn(-c2ccccc2)c(C)c1C(=O)OCC(=O)NC12CC3CC(CC(C3)C1)C2	-1	-1.2	-34	-12	0.4
42	COC(=O)CN1C(=O)N(c2ccccc2)C(N(O)C(=O)Nc2ccccc2)C1(C)C (stereo not drawn)	7	-5.1	2	0	-0.3
43	NS(=O)(=O)c1ccc(N2CCCC2=O)c([N+](=O)[O-])c1	-3	-3.0	8	1	-0.8
44	COCCN(CCOC)S(=O)(=O)c1ccc(NC(=O)c2cnccn2)cc1	-9	-5.2	-9	-8	-1.0
45	O=C(NC1CC1)c1nc2c(nnn2Cc2ccccc2Cl)c(=O)[nH]1	7	-2.6	-12	9	-3.8

cpd	MEKK2mut PB1 HTS	NALP1 yeast inh	MEKK2wt PB1 HTS	HCV NS3 hel inh
31	0	11	97	6
32	-2	12	97	4
33	9	21	112	-1
34	3	19	106	0
35	1	-1	105	23
36	9	27	112	-3
37	-1	-5	101	-3
38	7	13	106	-2
39	-4	23	93	0
40	-2	18	101	-1
41	-9	4	91	-17
42	.	-12	.	1
43	-14	-10	80	-1
44	3	5	102	-21
45	-12	3	103	12

(list continues)
cpd	canonical_smiles	UBC9 SUMO inh	IMP-1 inh	FID counter	PfM18AAP inh	VIM-2 inh
46	Cc1oc(-c2ccccc2Cl)nc1CN1CCCC1c1ccc(F)cc1 (stereo not drawn)	5	-2.6	-1	2	-2.5
47	CC1(NC(=O)C2CCCCC2)CCS(=O)(=O)C1 (stereo not drawn)	4	-3.1	5	2	-2.1
48	CCN(CC(=O)NCc1ccc(Cl)cc1)C(=O)c1cnc(Cl)c(Cl)c1	0	-0.9	-14	0	-1.2
49	Cc1nc(N)sc1C(=O)N/N=C/c1ccco1	6	-3.6	-2	1	-0.8
50	CC(C)CCNC(=O)C(C)N(C(=O)Cn1nnc(-c2ccc(F)cc2)n1)C1CCCC1 (stereo not drawn)	16	-3.0	-33	0	-2.4

cpd	MEKK2mut PB1 HTS	NALP1 yeast inh	MEKK2wt PB1 HTS	HCV NS3 hel inh
46	2	-7	113	-2
47	-1	5	101	4
48	-4	6	100	-6
49	1	33	105	4
50	4	-12	98	-3

From entry 45 to 47, copied from above:
cpd	canonical_smiles	UBC9 SUMO inh	IMP-1 inh	FID counter	PfM18AAP inh	VIM-2 inh
45	O=C(NC1CC1)c1nc2c(nnn2Cc2ccccc2Cl)c(=O)[nH]1	7	-2.6	-12	9	-3.8
46	Cc1oc(-c2ccccc2Cl)nc1CN1CCCC1c1ccc(F)cc1 (stereo not drawn)	5	-2.6	-1	2	-2.5
47	CC1(NC(=O)C2CCCCC2)CCS(=O)(=O)C1 (stereo not drawn)	4	-3.1	5	2	-2.1

cpd	MEKK2mut PB1 HTS	NALP1 yeast inh	MEKK2wt PB1 HTS	HCV NS3 hel inh
45	-12	3	103	12
46	2	-7	113	-2
47	-1	5	101	4

Screening data (PubChem BioAssay)
